# Bioassay records deposited in PubChem BioAssay by several laboratories.
# TcdB GH inh = TcdB glycohydrolase inhibition; P18177; TcdB glycohydrolase enzymatic assay, plate reader; inhibition, % at 9.99 µM; hit rate 0.24% among 350,000; AID 652162; in the data active means inhibition above about 10%
# PfHsp40 yeast = compounds rescuing yeast from Plasmodium falciparum HSP40 toxicity; growth rescue, % at 12.5 µM; hit rate 0.68% among 340,000; AID 504582; S. cerevisiae expressing PfHsp40, growth rescue, ATP luminescence; in the data active means growth rescue above about 28%, passing the limit was not always enough; inconclusive means no clear call, values can overlap the other calls;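 further: yeast W303a lacking pdr1 and pdr3 grown in galactose medium; growth measured after three days at 30 °C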
# PriA SSB inh = blocks PriA binding to SSB C-terminal tail; AlphaScreen SSBct-PriA binding, biotinylated peptide; inhibition, % at 33 µM; hit rate 0.6% among 430,000; AID 1272365; in the data active means inhibition mostly above about 37%, no sharp cut-off; inactive means mostly below about 20%;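 further: plate controls were negative control peptide for no effect and reference peptide for full effect; strong numbers were not always called active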
# BoNT A protease = blocks Botulinum neurotoxin A light chain protease. multiplex microsphere protease substrate cleavage, flow cytometry. inhibition, % at 10 µM. hit rate 0.17% among 360,000; further: plate controls were buffer without enzyme for full effect and enzyme alone for no effect
# Anthrax LF prot = blocks Bacillus anthracis lethal factor protease | P15917 | multiplex microsphere protease cleavage assay, LF | inhibition, % at 10 µM | hit rate 0.12% among 360,000; further: plate controls were buffer without enzyme for full effect and enzyme alone for no effect
# Target sequence (P15917 whole entry, looked up): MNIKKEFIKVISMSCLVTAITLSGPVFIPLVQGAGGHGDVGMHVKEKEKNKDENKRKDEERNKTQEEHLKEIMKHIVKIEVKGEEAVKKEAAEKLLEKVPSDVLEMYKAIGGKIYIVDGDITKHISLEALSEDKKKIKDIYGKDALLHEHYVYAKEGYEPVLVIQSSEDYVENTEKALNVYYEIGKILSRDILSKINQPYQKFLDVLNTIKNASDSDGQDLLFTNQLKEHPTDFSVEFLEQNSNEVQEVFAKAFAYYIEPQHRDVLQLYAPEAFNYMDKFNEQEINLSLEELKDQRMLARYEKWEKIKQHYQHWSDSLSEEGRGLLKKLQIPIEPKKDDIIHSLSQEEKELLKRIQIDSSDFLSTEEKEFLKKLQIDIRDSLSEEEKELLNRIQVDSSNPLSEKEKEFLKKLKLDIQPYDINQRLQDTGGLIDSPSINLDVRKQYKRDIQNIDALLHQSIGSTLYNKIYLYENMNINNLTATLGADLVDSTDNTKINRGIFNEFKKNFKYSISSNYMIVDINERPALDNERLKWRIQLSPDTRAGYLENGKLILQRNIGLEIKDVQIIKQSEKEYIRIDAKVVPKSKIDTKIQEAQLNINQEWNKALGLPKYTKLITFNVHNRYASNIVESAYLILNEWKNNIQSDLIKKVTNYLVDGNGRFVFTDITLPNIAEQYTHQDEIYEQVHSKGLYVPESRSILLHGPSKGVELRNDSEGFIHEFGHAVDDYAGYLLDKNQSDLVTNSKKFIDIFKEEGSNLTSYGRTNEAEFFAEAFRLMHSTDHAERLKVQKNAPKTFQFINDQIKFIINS
# Yp Topo-I inh = Y. pestis Topo-I inhibition via cleavage products. Y. pestis Topo-I cleavage product accumulation, plate reader. activity, % at 10 µM. hit rate 0.064% among 360,000; in the data active means activity above about 50%, passing the limit was not always enough; inconclusive means no clear call, values can overlap the other calls; further: inactives centre near 2
# SARS 3CLpro inh = SARS-CoV 3CLpro protease inhibition; inhibition, % at 6 µM; recombinant SARS-CoV 3CLpro, quenched FRET peptide cleavage; hit rate 0.14% among 290,000; AID 1706; P0C6X7; in the data active means inhibition above about 12%
# Vc quorum ag = inducers of Vibrio cholerae quorum light production without autoinducers | V. cholerae BH1578 lux reporter, luminescence, 6 h | activation, % at 18.7 µM | hit rate 0.16% among 350,000 | AID 588436; in the data active means activation mostly above about 9.7%, no sharp cut-off; inconclusive means no clear call, values can overlap the other calls; inactive means mostly below about 3.7%; further: not every result past the cut was called active; inactives centre near 0; reference of the scale not given here
# PrPC surface inh = cell surface PrPC inhibition, primary TR-FRET screen; P04156; TR-FRET read-out; inhibition, % at 13.8 µM; hit rate 0.43% among 370,000; in the data active means inhibition above about 24%; further: 0% = median of the test wells and 100% = reference compound wells
# An asterisk follows results filed as active; i = inactive; ? = inconclusive; / = not tested or not shown; & = joins results of further samples. Unless noted, no stated cut-off is given here; in the data, active means inhibition above about 30%; inconclusive means no clear call, values can overlap the other calls; inactive means below that. This is a subset; the hit share may differ from the screen's.
# Preview (3 entries):
SMILES,TcdB GH inh,PfHsp40 yeast,PriA SSB inh,BoNT A protease,Anthrax LF prot,Yp Topo-I inh,SARS 3CLpro inh,Vc quorum ag,PrPC surface inh
COc1ccc(-c2nc(-c3cccc(C(F)(F)F)c3)no2)cc1OC,/,-1.0,-11,-0.9,0,4,3,1.3,6
CCOc1ccc(CCNC(=O)c2ccc(S(=O)(=O)N3CCCC3)cc2)cc1OCC,1.6,-0.4,-3,-3.7,-1,23,/,i,0
COC(=O)COc1ccc(S(=O)(=O)NCC2CCCO2)cc1Cl (stereo not given),/,-0.6,7,1.0,-3,-3,3,2.8,-2

# Main list, previewed entries included:
SMILES,TcdB GH inh,PfHsp40 yeast,PriA SSB inh,BoNT A protease,Anthrax LF prot,Yp Topo-I inh,SARS 3CLpro inh,Vc quorum ag,PrPC surface inh
COc1ccc(-c2nc(-c3cccc(C(F)(F)F)c3)no2)cc1OC,/,-1.0,-11,-0.9,0,4,3,1.3,6
CCOc1ccc(CCNC(=O)c2ccc(S(=O)(=O)N3CCCC3)cc2)cc1OCC,1.6,-0.4,-3,-3.7,-1,23,/,i,0
COC(=O)COc1ccc(S(=O)(=O)NCC2CCCO2)cc1Cl (stereo not given),/,-0.6,7,1.0,-3,-3,3,2.8,-2
COc1cc(N)c(Br)cc1C(=O)O,-1.3,-0.2,2,-0.4,-1,5,4,0.0,4
CCOc1cc(N2CCOCC2)c(OCC)cc1NC(=O)COc1cccc(CC)c1,-0.1,1.2,-2,-0.4,4,19,/,i,3
Cc1nc2c(C)cccn2c(=O)c1NC(=O)c1ccc2c(c1)OCO2,0.2,-0.8,2,5.2,3,-7,/,1.4,-3
CSc1ccc(CN(C)CC(=O)Nc2ccccc2C(=O)NC2CC2)cc1,1.2,-0.8,7,-0.7,1,19,/,-6.2,1
COC(=O)c1ccc(CSc2nnc(CNC(=O)COc3ccc(Cl)cc3)o2)o1,/,0.5,-15,0.0,-3,8,4,i,-1
Cc1cc(C)n2cc(CSCC(=O)O)nc2n1,/,-0.4,-3,-0.5,-2,-2,-1,-0.3,5
S=c1[nH]nc(C2CCCCC2)n1/N=C/c1cccc(Cl)c1Cl,2.3,-2.0,/,1.7,8,36,2,-0.6,3
CC1CC(C)CN(C(=S)NC2CCCCC2)C1 (stereo not given),1.4,-1.1,-15,-0.3,0,3,-2,-0.3,-1
COc1ccc(OC)c2nc(-c3cccnc3)ccc12,0.6,-0.6,-10,3.4,5,4,-11,-8.3,-18
COc1cccc2[nH]c3c(=O)n(CCN(C)C)cnc3c12,/,-1.8,4,-0.4,0,-2,/,-0.4,-2
CCNC(=O)COC(=O)CCNC(=O)c1cccc(C)c1,0.7,-1.7,-6,-0.3,7,7,1,-0.3,-1
O=C(COc1ccc(Br)cc1)Nc1ccc([N+](=O)[O-])cn1,/,3.4,-2,0.4,-1,2,1,1.1,-15
O=C(CSc1nnc2ccccn12)NNC(=O)c1ccccc1,0.6,-0.6,-4,-0.7,-3,-2,-3,-0.6,2
CCS(=O)(=O)N1CCN(c2cnn(-c3ccccc3)c(=O)c2Cl)CC1,-0.8,-1.5,-15,0.2,6,1,1,-0.2,-1
CN(C)S(=O)(=O)c1cc(NC(=O)c2cc(=O)c3ccccc3o2)ccc1Cl,0.0,-0.1,17,0.8,-2,-12,1,-0.3,-27
CCC(=O)Nc1cc(C(F)(F)F)ccc1N1CCOCC1,/,-1.0,-18,-1.8,-5,0,-4,-1.0,-6
Fc1cnc(Cl)nc1N1CCN(c2ccccc2)CC1,0.5,-0.3,-7,?,7,11,2,-0.6,2
S=c1[nH]nc(Cc2ccccc2)n1Cc1ccco1,4.4,-1.4,2,?,-15,3,1,i,-2
CCCCCNC(=O)c1ccc2c(c1)ncn2-c1ccc(OC)cc1,0.8,-0.9,-22,-1.1,-1,10,-5,i,-9
CCOc1ccccc1C(=O)Nc1ccc(NC(=O)c2ccccc2)cc1,-0.5,0.8,-6,1.0,-2,-3,-4,i,-8
COc1ccc(/C=C/CN2CCN(CCc3ccccc3)C(CCO)C2)cc1 (stereo not given),1.1,-0.4,2,-0.3,-1,15,3,2.7,-8
Cc1cc(N=Nc2c(O)c3ccccc3[nH]c2=O)ccc1N=Nc1ccc(C(=O)N(C)C)cc1,-0.8,-0.3,-7,-0.3,7,1,-3,-0.3,-2
SMILES,TcdB GH inh,PfHsp40 yeast,PriA SSB inh,BoNT A protease,Anthrax LF prot,Yp Topo-I inh,SARS 3CLpro inh,Vc quorum ag,PrPC surface inh
Cc1ccc(S(=O)(=O)Nc2ccc3c(c2)nc(CCN2CCOCC2)n3C)cc1,3.2,-1.5,2,-0.9,-4,0,-3,i,3
COCCN(Cc1cc2c(C)cc(C)cc2nc1Cl)C(=O)c1ccccc1F,-3.2,3.9,-1,-0.7,-3,-4,-2,i,5
Nc1cc(Br)cc2c1[nH]c(=O)c1ccccc12,0.7,/,/,0.2,-2,-6,/,i,0
Cc1ccc(S(=O)(=O)N2CCOCC2)cc1C(=O)O,/,-0.3,2&-5,-0.1,1,-1,-2,i,-3
COc1ccc(C(C)(C)C)cc1NC(=O)COC(=O)C(C)C,1.0,-1.1,2,0.1,2,2,-2,-1.7,0
O=C(c1ccccn1)N(CC1CCCO1)C1(C(=O)NC2CCCCC2)CCCCC1 (stereo not given),/,0.3,-12,-0.9,-2,-4,0,-0.6,1
O=C(O)CNC(=O)C1CCCN1C(=O)CNC(=O)OCc1ccccc1 (stereo not given),3.3,0.6,-6,2.8,-4,-1,-7,0.6,10
Cc1ccc(-n2c(N)c(C(=O)N3CCOCC3)sc2=S)cc1,/,-0.6,10,-0.1,1,2,4,-4.2,-4
COc1ccc(S(=O)(=O)CCc2nc3ccccc3s2)cc1,/,-0.6,0,-0.5,5,2,-4,i,-1
N#CC1(NC(=O)COC(=O)c2ccccc2[N+](=O)[O-])CCCCC1,2.5,-0.2,-3,1.4,-1,-5,/,-1.4,-2
O=c1[nH]c(=S)n(Cc2ccc(F)cc2)c(O)c1C=NCc1cccnc1,/,0.0,1,0.7,-2,11,6,-4.2,-7
CCc1c(C)[nH]c2c1C(=O)C(CN1CCOCC1)CC2 (stereo not given),1.0,-1.0,-5,-1.2,-1,-13,/,-0.5,-2
COc1nc(OC)nc(N2CCC(C(=O)NCc3ccc(F)cc3)CC2)n1,/,-0.4,0,-0.3,-6,5,0,i,-2
O=C1COc2ccc(C(=O)COC(=O)CNC(=O)c3ccco3)cc2N1,-0.8,-0.9,-7,-1.1,0,-3,2,i,18
S=c1[nH]nc(CSc2nc3ccccc3s2)n1Cc1ccccc1,/,1.8,-5,0.4,1,30,0,i,7
Cc1cc(C)n(C(=O)c2cc(F)c(F)cc2C)n1,0.4,-0.1,-13,-0.6,-1,-4,0,-0.1,-8
CCN(C(=O)COC(=O)/C=C/c1nc2ccccc2s1)C1CCS(=O)(=O)C1 (stereo not given),0.0,-1.2,-7,0.1,-2,-3,-1,-0.3,-6
Cn1c(SCC(=O)Nc2sccc2C(N)=O)nc2ccccc2c1=O,1.1,-0.2,0,-0.2,-8,2,/,-3.2,-1
CCc1ccc(N(C(=O)c2snc(C(N)=O)c2N)C(C(=O)NCC2CCCO2)c2ccco2)cc1 (stereo not given),1.5,-0.2,1,1.0,-9,20,0,i,3
NC(=S)Nc1cccc(O)c1,-0.4,0.1,2,-1.1,-4,-5,-1,-1.4,1
Cc1cccnc1N(C(=O)Nc1cccc(Cl)c1)C1=NCC(C)(C)S1,0.0,-1.1,6,-0.7,-4,-6,3,-0.3,-1
NC(=O)CC(NC(=O)c1ccc(Br)cc1)c1ccc(NCCc2ccc(F)cc2)c([N+](=O)[O-])c1 (stereo not given),0.6,5.8,5,-0.3,2,11,/,-1.0,2
O=C(COC(=O)[C@@H]1CCCN1S(=O)(=O)c1ccccc1F)c1ccccc1,0.2,0.2,-11,-0.3,2,6,-10,-0.2,-1
CC(NC(=O)c1ccncc1)c1ccc(Cl)cc1Cl (stereo not given),1.1,-1.1,-14,3.1,6,-12,0,-13,7
CSc1nnc(-c2sccc2OCc2ccc(C)cc2)n1C,/,0.5,3,0.1,-10,17,5,-0.7,-4

# Structural class, those above containing a furan ring, fused or not (4)
SMILES,TcdB GH inh,PfHsp40 yeast,PriA SSB inh,BoNT A protease,Anthrax LF prot,Yp Topo-I inh,SARS 3CLpro inh,Vc quorum ag,PrPC surface inh
COC(=O)c1ccc(CSc2nnc(CNC(=O)COc3ccc(Cl)cc3)o2)o1,/,0.5,-15,0.0,-3,8,4,i,-1
S=c1[nH]nc(Cc2ccccc2)n1Cc1ccco1,4.4,-1.4,2,?,-15,3,1,i,-2
O=C1COc2ccc(C(=O)COC(=O)CNC(=O)c3ccco3)cc2N1,-0.8,-0.9,-7,-1.1,0,-3,2,i,18
CCc1ccc(N(C(=O)c2snc(C(N)=O)c2N)C(C(=O)NCC2CCCO2)c2ccco2)cc1 (stereo not given),1.5,-0.2,1,1.0,-9,20,0,i,3

# Full records, looked up by structure:
# Listed for NC(=O)CC(NC(=O)c1ccc(Br)cc1)c1ccc(NCCc2ccc(F)cc2)c([N+](=O)[O-])c1 (stereo not given) = TcdB GH inh: 0.6; PfHsp40 yeast: 5.8; PriA SSB inh: 5; BoNT A protease: -0.3; Anthrax LF prot: 2; Yp Topo-I inh: 11; SARS 3CLpro inh: /; Vc quorum ag: -1.0; PrPC surface inh: 2
# Listed for Cc1ccc(S(=O)(=O)Nc2ccc3c(c2)nc(CCN2CCOCC2)n3C)cc1 = TcdB GH inh: 3.2; PfHsp40 yeast: -1.5; PriA SSB inh: 2; BoNT A protease: -0.9; Anthrax LF prot: -4; Yp Topo-I inh: 0; SARS 3CLpro inh: -3; Vc quorum ag: i; PrPC surface inh: 3

# (more compounds)
SMILES,TcdB GH inh,PfHsp40 yeast,PriA SSB inh,BoNT A protease,Anthrax LF prot,Yp Topo-I inh,SARS 3CLpro inh,Vc quorum ag,PrPC surface inh
c1ccc(Oc2ncnc3oc(-c4ccccc4)cc23)cc1,/,-2.1,-8,0.2,-1,2,-2,i,4
Cc1onc(-c2c(Cl)cccc2Cl)c1C(=O)N1CCOCC1,-1.8,-0.4,-12,-2.3,3,-1,-9,i,-3
CC(C)COc1cccc(C(=O)N(CC(=O)Nc2ccccc2C(F)(F)F)Cc2ccco2)c1,-0.5,2.4,3,-0.4,-2,13,/,-0.2,4
COC(=O)C1=C(c2ccccc2OCc2ccccc2)C[C@@H]2CC[C@H]1N2C(=O)NCc1ccc(OC)c(OC)c1,-5.2,0.0,4,-0.2,1,27,/,i,6
O=C(c1ccc(S(=O)(=O)N2CCOCC2)cc1)N1CCCc2ccccc21,/,0.3,-5,-1.6,2,6,0,i,2
CCN(C(=O)CSc1nncn1-c1ccccc1)C1CCS(=O)(=O)C1 (stereo not given),-0.2,-1.5,9,-1.8,2,-2,/,i,0
COc1cccc(OCCCN2CCCCC2)c1,/,0.4,-17,-1.2,0,9,3,-0.4,-4
O=C(O)CC1(CC(=O)Nc2ccc3sccc3c2)CCCCC1,3.3,/,3,-6.1,?,-1,4,-0.4,-3
CCN(CC)CCN(C)C(=O)CCc1nnc(-c2ccc(C)s2)o1,0.9,2.6,4,0.4,2,-2,-2,-0.2,4
O=C(NCCN1CCCCC1)Nc1ccc(Br)cc1,1.3,11,-5,-0.7,0,-1,-5,i,0
Cc1ccc(C(=O)OCc2ccc3c(c2)OCO3)cc1S(=O)(=O)N1CCCCC1,/,0.8,-35,-1.1,-5,?,3,-0.5,9
CC(C)c1ccc(NC(=O)COc2ccc(S(=O)(=O)N3CCOCC3)cc2)cc1,/,-1.3,-3,0.2,0,0,4,0.5,5
Cc1c(N)ccc(-n2nc3ccccc3n2)c1C,-2.0,/,-12,0.1,3,-1,/,i,-7
Cc1ccc(S(=O)(=O)c2cc3c(=O)n4ccccc4nc3n(C3CCCCC3)c2=N)cc1,1.6,-1.0,-4,3.3,3,8,-1,-1.6,-5
CC(O)(CS(=O)(=O)Cc1cccc(C(F)(F)F)c1)C(=O)Nc1cccc(C(F)(F)F)c1 (stereo not given),/,-0.5,2,0.2,-3,-11,1,-2.8,0
O=C(CCCOC(=O)c1ccc(O)cc1O)c1ccccc1,0.2,1.7,-3,0.0,-1,5,/,0.0,4
Cn1c(=O)c(-c2ccccc2)cc2ccccc21,0.0,0.8,-29,-0.2,-8,7,/,/,4
